Screens (PubChem)
FLuc act counter: FLuc activators, initial screening, artefact control for FLuc-dependent activation tests, biochemical, ATPlite luminescence. Luciferin 4-monooxygenase (Photinus pyralis), P08659. ATPlite luciferase biochemical, 10 min; 0 = ATP-free wells, 1 = DMSO control. activation factor at 10 µM. 200,000 tested, under 10 active;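 active = luciferase activation factor, scaled between plate controls, of at least 2 with compound at 10 µM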
Target sequence (P08659 whole entry, looked up): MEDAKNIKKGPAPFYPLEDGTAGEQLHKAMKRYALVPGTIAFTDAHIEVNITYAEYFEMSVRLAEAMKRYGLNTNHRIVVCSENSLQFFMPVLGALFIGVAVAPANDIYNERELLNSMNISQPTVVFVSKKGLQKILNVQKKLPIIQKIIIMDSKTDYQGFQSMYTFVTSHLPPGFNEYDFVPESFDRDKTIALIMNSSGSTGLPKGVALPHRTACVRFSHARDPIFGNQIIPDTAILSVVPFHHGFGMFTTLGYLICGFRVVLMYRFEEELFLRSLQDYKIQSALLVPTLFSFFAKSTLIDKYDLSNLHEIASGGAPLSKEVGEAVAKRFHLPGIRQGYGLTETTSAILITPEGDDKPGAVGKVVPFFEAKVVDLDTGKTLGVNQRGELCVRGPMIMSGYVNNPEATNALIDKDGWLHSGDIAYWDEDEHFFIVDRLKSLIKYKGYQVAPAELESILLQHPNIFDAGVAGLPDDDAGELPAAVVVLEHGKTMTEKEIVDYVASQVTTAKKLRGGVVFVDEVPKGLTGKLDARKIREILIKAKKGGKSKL
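Material: luciferase plus luciferin reagent, cell-free. Medium: PBS buffer for ATP. Also added: ATP substrate, dispensed from a 10.24 µM working solution in PBS. Doses: test compounds dosed from 2 mM stocks in 100% DMSO. Incubation: 10 min post-reagent at room temperature. Technique: light output (luminescence). Read-out basis: luminescence gain marking luciferase activators.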
TNAP inh no acc: human TNAP enzyme inhibitors, primary screen, biochemical, luminescent, no phosphate acceptor, uHTS. inhibition, % at 20 µM. Alkaline phosphatase, tissue-nonspecific isozyme (Homo sapiens), P05186. actives 0.26% (n = 200,000). purified TNAP, CDP-star luminescence, 30 min;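 active = tissue-nonspecific alkaline phosphatase inhibition above about 50% at 20 µM in the single-dose screen, limit read from the data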;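 also: 0% = DMSO negative control and 100% = EDTA positive control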
APP 5'UTR act: activators of APP 5'UTR luciferase reporter, primary screen, SH-SY5Y cells; SH-SY5Y APP 5'UTR luciferase reporter, luminescence; zero percent = DMSO vehicle wells; activation, % at 2 µM; actives 1% (n = 190,000); AID 1276, 2008;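 active = activation above a set limit, based on mean plus 3 SD of controls, cut at about 140% in these data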; also: values of inactives mirror those of a sister screen read the other way
PMI act satM6P: human PMI activators, high substrate, primary screen, biochemical, fluorescence intensity, near-saturating mannose 6-phosphate | Mannose-6-phosphate isomerase (Homo sapiens), P34949 | actives 0.34% (n = 190,000) | activation factor at 20 µM | coupled PMI enzyme assay, resazurin fluorescence, 20 min; stronger effect = higher value; 1 = untreated enzyme, 0 = substrate-free blank | AID 1216, 2008;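 active = activation factor of 2 or more at 20 µM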
Target sequence (P34949 whole entry, looked up): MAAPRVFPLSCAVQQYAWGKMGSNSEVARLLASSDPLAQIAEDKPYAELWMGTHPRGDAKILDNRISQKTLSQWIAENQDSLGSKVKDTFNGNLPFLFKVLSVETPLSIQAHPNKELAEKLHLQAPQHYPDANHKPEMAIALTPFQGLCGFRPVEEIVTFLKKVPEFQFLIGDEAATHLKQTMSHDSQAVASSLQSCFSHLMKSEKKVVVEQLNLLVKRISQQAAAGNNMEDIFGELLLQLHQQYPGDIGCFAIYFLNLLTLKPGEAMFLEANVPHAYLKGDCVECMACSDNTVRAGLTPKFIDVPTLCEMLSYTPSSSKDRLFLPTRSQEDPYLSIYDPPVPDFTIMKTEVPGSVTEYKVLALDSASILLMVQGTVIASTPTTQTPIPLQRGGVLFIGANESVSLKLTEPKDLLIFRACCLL
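Test system – human PMI in coupled enzyme assay · Timing – 20 min incubation at room temperature · Detection – Diaphorase-driven resazurin-to-resorufin fluorescence, excitation 544, emission 590 nm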
TNAP inh hiacc: human TNAP enzyme inhibitors, primary screen, biochemical, luminescent, high phosphate acceptor level, uHTS. Alkaline phosphatase, tissue-nonspecific isozyme (Homo sapiens), P05186. purified TNAP, CDP-star luminescence, 1 M DEA. inhibition, % at 20 µM. actives 0.03% (n = 200,000);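 active = over 50% inhibition of tissue-nonspecific alkaline phosphatase at 20 µM in the single-dose screen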;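 also: plate controls were DMSO wells for no effect and EDTA-quenched wells as full inhibition for full effect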
FLuc inh counter: firefly luciferase enzyme inhibitors, primary screen, artefact control for luciferase-based inhibitor screens, biochemical, luminescence, ATPLite; 10 min; inhibition, % at 10 µM; actives 1.5% (n = 200,000);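 active = inhibition above about 50% when tested at 10 µM, limit read from the data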
NF-kB neuron act: activators of NF-kB expression in neurons, primary screen, cell-based, HTS | fold change at 12.5 µM | actives 1.6% (n = 190,000) | human neuronal cells, NF-kB reporter expression; stronger effect = higher value | AID 1239, 2008; in the data active = fold change above about 3.3
bIAP act: bovine intestinal alkaline phosphatase activators, primary screen, biochemical, bovine IAP, CDP-star luminescence. alkaline phosphatase, intestinal [Bos taurus]. purified bovine IAP, 30 min; stronger effect = higher value; fold of DMSO-control signal, blank-subtracted. activation factor at 20 µM. actives 0.17% (n = 200,000). AID 1016, 2008;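 active = activation factor of 2 or more at 20 µM, a signal rise over negative controls twice the positive control's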
PMI activator: activators of human PMI, primary screen, biochemical, fluorescence intensity, near-Km mannose 6-phosphate; AID 1214, 2008; Mannose-6-phosphate isomerase (Homo sapiens), P34949; activation factor at 20 µM; actives 0.005% (n = 190,000); purified human PMI, coupled resazurin fluorescence, 20 min; stronger effect = higher value; 1 = vehicle control, 0 substrate-free wells;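 active = activation factor of 2 or more at 20 µM, relative to plate controls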
TNAP act hiacc: TNAP activators at high phosphate acceptor level, primary screen, biochemical, luminescence, uHTS. 200,000 tested, under 10 active. AID 1136, 2008. purified TNAP, CDP-star luminescence, 1 M DEA, 30 min; stronger effect = higher value; 0 = EDTA background, 1 = DMSO-only activity. activation factor at 20 µM. Alkaline phosphatase, tissue-nonspecific isozyme (Homo sapiens), P05186;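 active = activation factor at least 2 at 20 µM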
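Dosing: 20 µM single point. System: human TNAP. Amount: TNAP 1/800 final. Incubation: 30 min, room temperature. Read-out: TNAP activation factor scaled between EDTA and DMSO control wells. Signal: luminescence from CDP-star hydrolysis. Medium: 1 M DEA, pH 9.8, Mg2+, Zn2+. Control set: EDTA negative control, DMSO positive control.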
* hit, by the source's call; x = no result given.

Structure	FLuc act counter	bIAP act	PMI act satM6P	TNAP act hiacc	TNAP inh hiacc	PMI activator	NF-kB neuron act	FLuc inh counter	TNAP inh no acc	APP 5'UTR act
O=[N+]([O-])c1ccc(/C=N/Nc2cc(Cl)nc(-c3ccccc3)n2)cc1	1.1	0.9	1	1	-2.7	1	1.29	-7.2	-10.4	-5.8
Cc1ccc(NCc2n[nH]c(=S)n2-c2cccc(Cl)c2)cc1	1.1	1	0.9	1	-2.8	1	1.08	-8.2	-5.9	-6.4
O=C(NNC(=O)c1ccco1)c1cccc([N+](=O)[O-])c1	1.1	1	1	1	-0.9	1.1	1.18	-6.6	4.1	-5.8
CS(=O)(=O)Nc1ccc(S(=O)(=O)N2CCOCC2)cc1	1	0.9	1	1	0.9	0.9	1.16	-0.1	-2.1	3.7
Fc1ccc(-c2nc3c(Cl)cc(C(F)(F)F)cn3c2Cl)cc1	1	0.9	1.1	1	-1.4	1	2.12	-2.4	-16.0	-2.2
COc1ccc(N=C2SC(CC(=O)Nc3ccccc3)C(=O)N2CCN2CCOCC2)cc1 (stereo not given)	1	1.1	0.9	1	-4.4	0.9	0.99	-4.8	-12.1	-1.9
C=CCn1c(O)c(N=NC(=O)CNC(=O)c2cccs2)c2ccccc21	1.1	1	1	1	1.6	1	1.11	-5.1	-3.2	0.4
CCCCNC(=O)c1onc(CSc2cc(C)ccc2C)c1C(=O)O	1.1	0.9	0.9	1.1	-6.1	1	1.21	-8.2	-7.1	-9.3
CCC(=O)NC(=S)Nc1ccc(NC(=O)CC)cc1	1	1	0.9	1	-3.1	1	1.56	2.8	-6.7	16.7
CCCN(CCO)Cc1ccc(Cl)c(Cl)c1	1.1	0.8	1.1	1	-2.8	1	1.23	-7.4	-1.4	-1.5
CCS(=O)(=O)c1ccc(C(=O)Nc2ccccc2OC)c(Cl)c1Cl	1	0.9	1.1	1	-3.6	1.1	1.29	-4.4	-13.2	12.6
CC(C)N1C(=O)/C(=C\c2nc3ccccc3c(=O)n2-c2ccccc2)c2ccccc21	1.1	0.9	0.9	1	1.7	0.9	1.15	-5.4	3.3	7.7
O=C(O)CCC(=O)NC(c1ccccc1)c1ccccc1	1	1.3	1	1	1.4	1	1.05	3.6	-0.6	16.2
O=C(CSc1nnc(-c2c[nH]c3ccccc23)o1)N1CCCCC1	0.9	0.8	1	1.1	-6.3	0.9	1.19	5.1	-18.7	10.7
Cn1nnnc1SCc1nnc(-c2ccc(F)cc2)o1	1	0.9	1.1	1	-3.6	1.1	1.52	-3.1	-5.9	11.5
Cc1ccc(-n2c(N)c(C(=O)Nc3c(C)n(C)n(-c4ccccc4)c3=O)c3nc4ccccc4nc32)cc1C	1.1	0.9	1	1	1.9	1	0.42	-7.7	-12.0	6.7
FC(F)(F)c1cccc(NC(=S)N2CCN(c3ccccc3)CC2)c1	1	0.9	0.9	1	-0.5	0.9	0.93	-1.2	11.1	-16.8
COc1ccc(/C=C(/C#N)C(=O)Nc2cc(C)ccc2C)cc1C(=O)O	1.1	1	1.1	1.1	-9.3	1.1	1.13	-7.7	-0.9	-8.2
O=C(Cn1c(COc2ccccc2)nc2ccccc21)Nc1cc(Cl)ccc1Cl	1.1	0.7	1.1	1	-4.1	1	1.17	-6.5	-26.3	11.2
CC(C)(C)NC(=O)C(c1ccccn1)N(C(=O)C1CSC(=O)C1)c1cccc(F)c1 (stereo not given)	1.1	0.9	1	1.1	-5.7	1	1.27	-7.5	-7.5	23.2

Next entries.
Structure	FLuc act counter	bIAP act	PMI act satM6P	TNAP act hiacc	TNAP inh hiacc	PMI activator	NF-kB neuron act	FLuc inh counter	TNAP inh no acc	APP 5'UTR act
CCc1cc(C(=O)Nc2ccccc2)cs1	0.6	0.4	1	1.1	-6.9	1	3.74*	43.1	-13.2	97.5
CCCCc1nc2c(=O)[nH]c3ccccc3c2o1	1.1	0.9	1	1	-4.9	1	1.75	-6.7	-6.1	8.3
Cc1ccc(OCCn2cnc3c(N)ncnc32)cc1	1.1	0.8	1.1	1.1	-5.7	1.1	2.11	-9.0	-7.0	-4.3
Nc1c(-c2ccsc2)cnc2ncnn12	1	1.3	1	1	4.4	1	1.64	-1.3	-73.0	-7.5
COc1ccc(CCNC(=O)C2CC(=O)N(c3ccc(F)cc3)C2)cc1OC (stereo not given)	1	1	1	1	-4.2	0.9	1.14	-3.2	-9.7	-2.5
C=CCNc1sc(C(=O)c2ccc(Br)s2)c(N)c1C#N	1	0.7	1	1	2.1	1	1.17	-2.2	0.0	x
CC(C)(O)C#Cc1ccc(C(=O)N2CCN(c3ccc([N+](=O)[O-])cc3)CC2)cc1	1	1	1	0.9	8.5	1.1	0.83	-4.1	0.5	-2.3
COc1ccc(CNC(=O)c2cccc(-c3ccc(C)c4ccccc34)n2)cc1	0.9	1	0.8	1	-3.5	0.9	0.91	7.1	-4.7	10.0
COc1ccc(-c2nn(-c3ccccc3C)cc2CNC(C)c2cn(C)nc2C)cc1F (stereo not given)	1.1	1.1	0.9	1	-0.9	0.9	1.25	-5.8	-5.7	6.1
CCOc1ccc(NC(=O)C(C)O)c(NS(=O)(=O)c2ccc(CCNC(C)=O)cc2)c1 (stereo not given)	0.9	1	0.9	1	-0.4	0.9	1.29	5.1	-5.3	-12.9
COC(=O)c1ccccc1NC(=O)COC(=O)CSCC(=O)N1CCOCC1	1	0.9	1.1	1	-2.1	1.1	1.09	-3.9	-12.2	-2.0
COc1ccc(-c2csc(NC(=O)c3ccc(N4C(=O)CCC4=O)cc3)n2)cc1OC	1	1	1	1	-3.3	1.1	0.78	2.7	-8.2	-8.1
Cc1ccc(C)c(-n2c(SCC(N)=O)nnc2-c2ccccn2)c1	1.1	0.9	1	1.1	-7.8	1	0.95	-6.3	-2.0	1.2
Cc1ccc(-c2c(C#N)c(N)nc3c2CCCCC3)cc1	1.1	0.9	1.1	1	0.2	1	1.13	-5.6	-12.9	-4.1
Cc1cccc(NC(=O)c2oc3ccc(S(=O)(=O)N4CCOCC4)cc3c2C)c1C	1.1	1.1	0.9	1	-3.0	1	0.45	-6.5	-8.7	26.9
O=C(Cc1cccs1)Nc1ccc(-c2nnc(-c3ccco3)o2)cc1	1.1	0.9	1.1	1	-1.9	1.1	1.12	-7.1	-12.9	27.0
COc1ccc(/C(O)=C2/C(=O)C(=O)N(CCN(C)C)C2c2ccccc2)cc1Cl (stereo not given)	1.1	1.1	1.1	1	2.5	1	1.03	-6.0	6.9	10.7
CC(=O)c1ccc(O)c(CSC2=NCCS2)c1	1	0.9	1	1	-2.5	1	1.12	-4.0	0.8	-1.2
C=CCNC(=O)c1ccc(N(C)S(=O)(=O)c2ccc(OC)cc2)cc1	1.1	1	1	1.1	-5.4	1.1	1.19	-5.4	-12.7	11.5
O=C(COC(=O)c1ccc(Br)c(S(=O)(=O)N2CCOCC2)c1)NCC1CCCO1 (stereo not given)	1	1.1	0.9	1	-4.5	1	0.87	-3.9	-7.3	15.8

Looked up by structure from the list above (two):
Structure	FLuc act counter	bIAP act	PMI act satM6P	TNAP act hiacc	TNAP inh hiacc	PMI activator	NF-kB neuron act	FLuc inh counter	TNAP inh no acc	APP 5'UTR act
Cc1ccc(C)c(-n2c(SCC(N)=O)nnc2-c2ccccn2)c1	1.1	0.9	1	1.1	-7.8	1	0.95	-6.3	-2.0	1.2
CCCCc1nc2c(=O)[nH]c3ccccc3c2o1	1.1	0.9	1	1	-4.9	1	1.75	-6.7	-6.1	8.3

(continued)
Structure	FLuc act counter	bIAP act	PMI act satM6P	TNAP act hiacc	TNAP inh hiacc	PMI activator	NF-kB neuron act	FLuc inh counter	TNAP inh no acc	APP 5'UTR act
CCc1ccc(S(=O)(=O)NCCc2csc(C)n2)s1	1	0.9	1	1	0.4	1	1.25	-1.3	-4.1	15.8
O=C(NCc1ccc2c(c1)OCO2)c1ccc(S(=O)(=O)NCC2CCCO2)cc1 (stereo not given)	1.1	1	0.9	1	-3.8	0.9	0.78	-5.7	-9.5	5.2
O=C(NCc1ccccc1Cl)C1CCN(C(=O)c2sccc2-n2cccc2)CC1	1.1	1	0.8	1	-4.5	0.9	1.3	-6.9	-4.8	27.0
COc1cc2c(cc1OC)C(C(=O)N1CCN(c3ccccn3)CC1)C(c1cccs1)N(C)C2=O (stereo not given)	1	1.1	1.1	1	-0.1	1.1	1.06	-3.7	4.1	11.3
CC(=O)N1CCc2cc(S(=O)(=O)NCCC(=O)NC3CCN(Cc4ccccc4)CC3)ccc21	1.1	1	0.9	1	-2.9	0.9	1.07	-5.1	-9.4	-14.1
Cc1nn(-c2ccccc2)c2c1C1(C(=O)N(C(C)C)c3ccccc31)C(C#N)=C(N)O2 (stereo not given)	1	0.9	0.8	1	0.6	0.7	0.88	0.0	-4.9	-11.9
c1ccn2c(SCc3ccc4c(c3)OCO4)nnc2c1	1	0.9	0.9	1.1	-5.6	0.9	1.78	0.4	-17.7	10.8
COc1ccc(S(=O)(=O)N(CC(=O)NCc2ccco2)c2ccccc2)cc1	1	1	1.1	1.1	-7.8	1.1	1.14	-1.8	-3.1	0.3
CCOc1ccc(-c2csc(NC(=O)CSC3=NC(=O)CN3C(C)=O)n2)c2ccccc12	1.1	1.3	0.9	1	-4.3	0.9	1.87	-6.1	-7.0	7.2
N#CCSC1=Nc2ccccc2C2=NC(CCC(=O)N3CCN(c4ccccc4)CC3)C(=O)N12 (stereo not given)	1	1.2	1.2	1	1.3	1.2	1.01	-3.9	-12.0	-3.0
C=C(C)COc1ccc2c(CC)cc(=O)oc2c1C	1	1.2	0.9	1	-2.3	1	1.4	-0.2	-5.4	27.0
COc1ccc2c(c1)CCc1sc(NC(=O)c3ccc(C)cc3)nc1-2	1	0.9	0.7	1	2.2	0.8	1.05	-0.5	-6.1	1.8
Cc1cc(C)n2nc(SCC(=O)Nc3c(C)nn(-c4ccccc4)c3C)nc2n1	1	1.1	1.1	1	1.2	0.9	1.84	-1.9	-7.4	0.9
CC(C(N)=O)N1C(=O)c2cccc3cccc1c23 (stereo not given)	1.1	0.9	0.9	1	-3.0	0.8	1.02	-7.4	-10.0	10.5

Part of the list above, limited to FLuc act counter:
| canonical_smiles | FLuc act counter |
| --- | --- |
| O=C(NCc1ccc2c(c1)OCO2)c1ccc(S(=O)(=O)NCC2CCCO2)cc1 (stereo not given) | 1.1 |
| c1ccn2c(SCc3ccc4c(c3)OCO4)nnc2c1 | 1 |
| CCc1ccc(S(=O)(=O)NCCc2csc(C)n2)s1 | 1 |
